APOBEC3A inh: inhibitors of human APOBEC3A DNA deaminase | inhibition, % at 20 µM | P31941 | actives 0.41% (n = 330,000) | recombinant A3A, FAM/TAMRA ssDNA deamination fluorescence | AID 493011;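 active means at least 40% inhibition at 20 µM here, with at most 30% in a related deaminase screen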;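 further: plate controls were A3A with DMSO for no effect and wells lacking A3A enzyme for full effect; some results filed as inactive read as strong as hits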
TIM10 inh: TIM10 yeast growth inhibition; S. cerevisiae TIM10 strain growth, BacTiter-Glo luminescence, 24 h; inhibition, % at 10 µM; actives 1.4% (n = 330,000);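 active means inhibition of 40% or more at the single tested concentration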;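 further: wild-type TIM10 isogenic control strain grown at permissive 25 °C; 0% = DMSO yeast wells and 100% = minimal medium wells without yeast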
mIAP act: mouse IAP activation | muIAP, CDP-Star luminescence, 30 min; active compounds read high; 1 = vehicle-only enzyme signal, 0 = enzyme-free wells | activation factor at 10 µM | actives 0.24% (n = 330,000) | AID 2805;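 active means activation factor of at least 2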; further: the source names both 10 and 20 µM as test concentration; values of inactives mirror those of a sister screen read the other way
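also added = chemiluminescent substrate CDP-Star | test system = mouse IAP enzyme | signal = chemiluminescence readout | compound = DMSO-dissolved test compounds | incubation = 30 min at room temperature | benchmarks = DMSO wells, no-enzyme wells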
hIAP inh: blocks human intestinal alkaline phosphatase. purified IAP, CDP-Star luminescence, 30 min. inhibition, % at 10 µM. actives 0.12% (n = 330,000);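 active means inhibition reaching a set limit with compound at 10 µM in the primary screen, cut at about 35% in these data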;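 further: plate controls were DMSO wells with enzyme for no effect and no-enzyme buffer wells for full effect; values of inactives mirror those of a sister screen read the other way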
Target sequence (P09923 whole entry, looked up): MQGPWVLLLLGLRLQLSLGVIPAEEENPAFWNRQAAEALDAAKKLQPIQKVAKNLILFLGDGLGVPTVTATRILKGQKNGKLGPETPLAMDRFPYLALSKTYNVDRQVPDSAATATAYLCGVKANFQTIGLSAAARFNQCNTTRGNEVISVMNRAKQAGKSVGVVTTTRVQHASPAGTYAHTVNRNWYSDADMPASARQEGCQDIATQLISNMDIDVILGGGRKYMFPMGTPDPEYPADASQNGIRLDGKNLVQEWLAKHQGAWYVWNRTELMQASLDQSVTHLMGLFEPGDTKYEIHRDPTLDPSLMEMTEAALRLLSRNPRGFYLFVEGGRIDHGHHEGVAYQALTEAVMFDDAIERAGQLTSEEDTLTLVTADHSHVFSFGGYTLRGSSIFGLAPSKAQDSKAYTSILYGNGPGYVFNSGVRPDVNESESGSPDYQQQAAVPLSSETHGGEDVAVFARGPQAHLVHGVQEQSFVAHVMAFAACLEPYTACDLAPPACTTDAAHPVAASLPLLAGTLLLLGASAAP
beta cell repl: induces beta-cell replication in MIN6 cells; MIN6 cells proliferation, ATPlite luminescence, 48 h; cells starved in 0.2% serum; 100% = growth in 10% serum; actives 0.29% (n = 330,000); proliferation, % at 10 µM;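 active means compounds whose signal lies at least 3.5 SD above the mean of all wells on their plate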;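 further: 0% = DMSO-treated cells in low-serum medium and 100% = 10% serum control; some compounds called inactive have numbers as strong as hits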
mIAP inh: blocks mouse intestinal alkaline phosphatase | inhibition, % at 10 µM | actives 0.2% (n = 330,000) | purified mouse IAP, CDP-Star luminescence, 30 min | AID 2806;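 active means inhibition of at least 40% at 10 µM in the primary screen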;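 further: plate controls were DMSO with enzyme for no effect and no enzyme wells for full effect; values of inactives mirror those of a sister screen read the other way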
NLRP3 yeast inh: blocks the NALP3 inflammasome reconstituted in yeast | Yeast reconstituted NLRP3/ASC/caspase-1, beta-gal luminescence, 24 h | inhibition, % at 10 µM | actives 0.39% (n = 330,000) | AID 2825;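 active means inhibition of 50% or more; inactive means inhibition below 50%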;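 further: plate controls were induced DMSO wells for no effect and uninduced yeast grown without galactose for full effect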
APOBEC3G inh: blocks human APOBEC3G single-stranded DNA deamination; actives 0.28% (n = 330,000); recombinant A3G, ssDNA deamination FAM/TAMRA fluorescence; Q9HC16; inhibition, % at 20 µM;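 active means inhibition of at least 40% at 20 µM, with no more than 30% in the related APOBEC3A deaminase screen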;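 further: plate controls were DMSO wells with A3G for no effect and wells lacking A3G enzyme for full effect; some compounds called inactive have numbers as strong as hits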
Target sequence (Q9HC16 whole entry, looked up): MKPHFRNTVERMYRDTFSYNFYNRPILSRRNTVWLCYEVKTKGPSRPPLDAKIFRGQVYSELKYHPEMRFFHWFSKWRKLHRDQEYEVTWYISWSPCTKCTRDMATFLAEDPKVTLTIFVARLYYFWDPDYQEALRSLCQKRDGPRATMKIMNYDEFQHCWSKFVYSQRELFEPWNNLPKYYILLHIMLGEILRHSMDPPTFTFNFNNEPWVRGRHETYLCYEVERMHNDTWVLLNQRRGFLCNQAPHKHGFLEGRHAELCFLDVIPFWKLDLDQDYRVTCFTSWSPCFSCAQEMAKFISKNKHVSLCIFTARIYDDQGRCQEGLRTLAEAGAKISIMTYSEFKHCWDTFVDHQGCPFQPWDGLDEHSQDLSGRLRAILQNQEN
tim10-1 inh: inhibits growth of tim10-1 mutant yeast; actives 2.2% (n = 330,000); S. cerevisiae tim10-1 ts strain growth, BacTiter-Glo, 24 h; inhibition, % at 20 µM;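 active means inhibition of at least 40%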;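 further: mutant grown at 25 °C; 0% = DMSO wells with yeast and 100% = wells holding no yeast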
* marks the source's active call; other numbers are inactive results. Hits appear at their usual frequency. Share with any hit: about 4.6%.

Sample of the layout (4 entries):
For CCOC(=O)c1cc(-c2ccncc2)nc2c1c(C)nn2C the results were APOBEC3A inh 1, TIM10 inh 45*, mIAP act 1.1, hIAP inh 11, beta cell repl -6, mIAP inh -6, NLRP3 yeast inh 24, APOBEC3G inh -1 and tim10-1 inh 37.
For CCn1cc(C(=O)N(C)CC(OC)OC)c(=O)c2cc(S(=O)(=O)N3CCOCC3)ccc21 the results were APOBEC3A inh -6, TIM10 inh -4, mIAP act 0.98, hIAP inh 23, beta cell repl 3, mIAP inh 2, NLRP3 yeast inh 1, APOBEC3G inh -8 and tim10-1 inh -3.
`CSc1ccc(CN2CCN(Cc3ccccc3)C(CCO)C2)cc1` (stereo not drawn) gave APOBEC3A inh 1, TIM10 inh 4, mIAP act 0.99, hIAP inh -1, beta cell repl -3, mIAP inh 0, NLRP3 yeast inh 10, APOBEC3G inh -4 and tim10-1 inh -13.
For O=C(O)c1ccccc1CSc1nc2ccccc2o1 the results were APOBEC3A inh 0, TIM10 inh -24, mIAP act 0.98, hIAP inh 0, beta cell repl -1, mIAP inh 2, NLRP3 yeast inh 5, APOBEC3G inh -1 and tim10-1 inh 11.

This part in full, from the first entry:
For CCOC(=O)c1cc(-c2ccncc2)nc2c1c(C)nn2C the results were APOBEC3A inh 1, TIM10 inh 45*, mIAP act 1.1, hIAP inh 11, beta cell repl -6, mIAP inh -6, NLRP3 yeast inh 24, APOBEC3G inh -1 and tim10-1 inh 37.
For CCn1cc(C(=O)N(C)CC(OC)OC)c(=O)c2cc(S(=O)(=O)N3CCOCC3)ccc21 the results were APOBEC3A inh -6, TIM10 inh -4, mIAP act 0.98, hIAP inh 23, beta cell repl 3, mIAP inh 2, NLRP3 yeast inh 1, APOBEC3G inh -8 and tim10-1 inh -3.
`CSc1ccc(CN2CCN(Cc3ccccc3)C(CCO)C2)cc1` (stereo not drawn) gave APOBEC3A inh 1, TIM10 inh 4, mIAP act 0.99, hIAP inh -1, beta cell repl -3, mIAP inh 0, NLRP3 yeast inh 10, APOBEC3G inh -4 and tim10-1 inh -13.
For O=C(O)c1ccccc1CSc1nc2ccccc2o1 the results were APOBEC3A inh 0, TIM10 inh -24, mIAP act 0.98, hIAP inh 0, beta cell repl -1, mIAP inh 2, NLRP3 yeast inh 5, APOBEC3G inh -1 and tim10-1 inh 11.
Screening CC(C)Cn1c(N)c(C(=O)COC(=O)C2CC(=O)N(c3ccc4c(c3)OCCO4)C2)c(=O)n(C)c1=O (stereo not drawn) returned APOBEC3A inh -3, TIM10 inh 4, mIAP act 0.9, hIAP inh 10, beta cell repl 1, mIAP inh 10, NLRP3 yeast inh 10, APOBEC3G inh -9 and tim10-1 inh -12.
Screening CCOc1ccc(CC(=O)NNC(=S)NCCc2ccccc2)cc1 returned APOBEC3A inh 1, TIM10 inh -3, mIAP act 0.94, hIAP inh -105, beta cell repl -5, mIAP inh 6, NLRP3 yeast inh 26, APOBEC3G inh -6 and tim10-1 inh -26.
For Cc1c(/C=C/C(=O)c2ccc(O)cc2)cnn1C the results were APOBEC3A inh 2, TIM10 inh 16, mIAP act 0.89, hIAP inh -3, beta cell repl 0, mIAP inh 12, NLRP3 yeast inh -3, APOBEC3G inh -2 and tim10-1 inh 18.
`CCC1SC2=NC(C)=C(C(=O)OC)C(c3cccs3)N2C1=O` (stereo not drawn) gave APOBEC3A inh 1, TIM10 inh 1, mIAP act 0.94, hIAP inh 0, beta cell repl -1, mIAP inh 6, NLRP3 yeast inh 10, APOBEC3G inh -5 and tim10-1 inh 22.
Screening C[N+](C)(C)CCCCCC(=O)/C=N/O returned APOBEC3A inh 53*, TIM10 inh 11, mIAP act 1, hIAP inh -10, beta cell repl -3, mIAP inh -2, NLRP3 yeast inh -8, APOBEC3G inh 11 and tim10-1 inh 3.
For COc1ccc(NC(=O)Cn2cnc3c(oc4nc5c(cc43)COC(C)(C)C5)c2=O)cc1 the results were APOBEC3A inh -4, TIM10 inh 18, mIAP act 1.1, hIAP inh 6, beta cell repl 0, mIAP inh -8, NLRP3 yeast inh -2, APOBEC3G inh -6 and tim10-1 inh 14.
COc1cccc(N(CC(=O)NCCSc2ccccn2)S(C)(=O)=O)c1 was read as APOBEC3A inh 2, TIM10 inh -1, mIAP act 0.98, hIAP inh 1, beta cell repl 0, mIAP inh 2, NLRP3 yeast inh 4, APOBEC3G inh -1 and tim10-1 inh 15.
Screening COC(=O)C1=C(O)/C(=C\c2ccc(OCC(=O)Nc3ccccc3)cc2)N=C1C returned APOBEC3A inh -5, TIM10 inh -3, mIAP act 0.95, hIAP inh -2, beta cell repl -4, mIAP inh 5, NLRP3 yeast inh 17, APOBEC3G inh -5 and tim10-1 inh -25.
Cc1c(C(=O)O)sc(S(=O)(=O)N2CCN(C(=O)CCc3ccccc3)CC2)c1C(=O)O was read as APOBEC3A inh 2, TIM10 inh 10, mIAP act 1, hIAP inh -35, beta cell repl 1, mIAP inh -2, NLRP3 yeast inh 16, APOBEC3G inh -6 and tim10-1 inh -1.
Screening COc1ccc(C2CC(c3ccccc3)=NN2c2ccc(S(N)(=O)=O)cc2)cc1OC (stereo not drawn) returned APOBEC3A inh 26, TIM10 inh 2, mIAP act 1.8, hIAP inh -46, beta cell repl -2, mIAP inh -84, NLRP3 yeast inh 8, APOBEC3G inh 15 and tim10-1 inh 10.
For CC(C)(C)OC(=O)C[C@@H]1C/C=C\C[C@@H](CC(=O)N(CCO)Cc2ccccc2)C(=O)N[C@H](Cc2ccccc2)COC1=O the results were APOBEC3A inh 5, TIM10 inh 4, mIAP act 1.1, hIAP inh -12, beta cell repl -2, mIAP inh -10, NLRP3 yeast inh -1, APOBEC3G inh 0 and tim10-1 inh 9.
Screening CC(=O)Oc1cccc(N2C(=O)c3ccc(C(=O)Nc4cccnc4)cc3C2=O)c1 returned APOBEC3A inh -1, TIM10 inh -3, mIAP act 1.1, hIAP inh 5, beta cell repl -4, mIAP inh -11, NLRP3 yeast inh 10, APOBEC3G inh -3 and tim10-1 inh -3.
Screening O=C(CSc1nnc(-c2ccc(S(=O)(=O)N3CCCC3)cc2)n1CC1CCCO1)NC1CC1 (stereo not drawn) returned APOBEC3A inh -2, TIM10 inh -9, mIAP act 1, hIAP inh 8, beta cell repl -3, mIAP inh 0, NLRP3 yeast inh 17, APOBEC3G inh -2 and tim10-1 inh 12.
Screening CC(=O)c1ccc(N2Cc3ccccc3/C2=N\C(=O)Nc2ccccc2)cc1 returned APOBEC3A inh 2, TIM10 inh 1, mIAP act 1, hIAP inh 18, beta cell repl -1, mIAP inh -4, NLRP3 yeast inh -4, APOBEC3G inh -8 and tim10-1 inh 24.
Screening CN(Cc1ccccc1)C(=O)c1ccccc1NC(=O)C1CC1 returned APOBEC3A inh -1, TIM10 inh 9, mIAP act 1, hIAP inh -4, beta cell repl 6, mIAP inh -1, NLRP3 yeast inh 8, APOBEC3G inh -5 and tim10-1 inh 13.
`CC1CCCC(C)N1C(=O)CSc1nc(N)cc(N)n1` (stereo not drawn) gave APOBEC3A inh 2, TIM10 inh 12, mIAP act 0.93, hIAP inh 11, beta cell repl 0, mIAP inh 7, NLRP3 yeast inh 4, APOBEC3G inh -1 and tim10-1 inh -6.
`COc1ccc2nc(NC(=O)C(NS(=O)(=O)c3cccc4nsnc34)C(C)C)sc2c1` (stereo not drawn) gave APOBEC3A inh -6, TIM10 inh 10, mIAP act 0.93, hIAP inh -2, beta cell repl -5, mIAP inh 8, NLRP3 yeast inh -6, APOBEC3G inh -6 and tim10-1 inh 19.
For C/C(Cc1ccccc1)=N\NC(=O)c1ccc(F)cc1 the results were APOBEC3A inh 2, TIM10 inh 5, mIAP act 0.95, hIAP inh -21, beta cell repl -3, mIAP inh 5, NLRP3 yeast inh 4, APOBEC3G inh -2 and tim10-1 inh 5.
`O=C(c1ccc2ccccc2n1)N1CCN(S(=O)(=O)c2ccc(Cl)cc2)CC1` gave APOBEC3A inh 0, TIM10 inh 22, mIAP act 0.94, hIAP inh -2, beta cell repl -3, mIAP inh 6, NLRP3 yeast inh 15, APOBEC3G inh -1 and tim10-1 inh 27.
O=C(COC(=O)CC1CC2CCC1C2)Nc1ccc(Cl)c(S(=O)(=O)N2CCOCC2)c1 (stereo not drawn) was read as APOBEC3A inh 2, TIM10 inh -13, mIAP act 0.97, hIAP inh 1, beta cell repl -6, mIAP inh 3, NLRP3 yeast inh 6, APOBEC3G inh 2 and tim10-1 inh -18.
For Cc1ccc(N2CN(Cc3cccnc3)CNC2=S)c(C)c1 the results were APOBEC3A inh -2, TIM10 inh 9, mIAP act 1, hIAP inh -2, beta cell repl -1, mIAP inh -4, NLRP3 yeast inh 2, APOBEC3G inh -9 and tim10-1 inh 15.
`O=C1CC(C(=O)Nc2ccc(Cl)c(Cl)c2)S/C(=N\N=C\c2ccco2)N1` (stereo not drawn) gave APOBEC3A inh 11, TIM10 inh 17, mIAP act 0.97, hIAP inh -2, beta cell repl -1, mIAP inh 2, NLRP3 yeast inh 14, APOBEC3G inh 2 and tim10-1 inh 4.
For O=C(C1=COCCO1)N1CCN(S(=O)(=O)c2cccc(Br)c2)CC1 the results were APOBEC3A inh 5, TIM10 inh 11, mIAP act 0.95, hIAP inh 11, beta cell repl -3, mIAP inh 5, NLRP3 yeast inh 12, APOBEC3G inh 2 and tim10-1 inh 7.
For CCn1cc(C(=O)N2CCCC2)c(=O)c2cc(S(=O)(=O)N(C)C)ccc21 the results were APOBEC3A inh 1, TIM10 inh 4, mIAP act 0.89, hIAP inh 2, beta cell repl -3, mIAP inh 11, NLRP3 yeast inh 12, APOBEC3G inh -2 and tim10-1 inh -22.
For O=Cc1cccn1-c1ncc(Br)cn1 the results were APOBEC3A inh -5, TIM10 inh 4, mIAP act 1.1, hIAP inh -8, beta cell repl -2, mIAP inh -10, NLRP3 yeast inh 2, APOBEC3G inh -11 and tim10-1 inh 3.
Screening CC(=O)OC1CC(C)(C)N(OC(=O)c2ccc(N)cc2)C(C)(C)C1 returned APOBEC3A inh -1, TIM10 inh 34, mIAP act 1, hIAP inh 1, beta cell repl -4, mIAP inh -3, NLRP3 yeast inh -1, APOBEC3G inh -7 and tim10-1 inh 28.
O=C(CN(c1cccc(C(F)(F)F)c1)S(=O)(=O)c1ccc(Cl)c([N+](=O)[O-])c1)NCc1ccccc1 was read as APOBEC3A inh 2, TIM10 inh -4, mIAP act 0.96, hIAP inh 5, beta cell repl -6, mIAP inh 4, NLRP3 yeast inh 14, APOBEC3G inh -8 and tim10-1 inh -2.
For CCOc1ccccc1NC(=O)Cn1c(=O)n(-c2ccc(OC)cc2OC)c(=O)c2c(C)c(C(=O)N(CC)CC)sc21 the results were APOBEC3A inh 8, TIM10 inh 10, mIAP act 0.99, hIAP inh 2, beta cell repl 1, mIAP inh 1, NLRP3 yeast inh -1, APOBEC3G inh 3 and tim10-1 inh 7.
Screening Cc1nc2ccc(S(=O)(=O)N(C)CC(=O)NCCc3ccccc3)cc2s1 returned APOBEC3A inh 0, TIM10 inh -6, mIAP act 1, hIAP inh -35, beta cell repl 0, mIAP inh 0, NLRP3 yeast inh 14, APOBEC3G inh -3 and tim10-1 inh 8.
Screening CCOC(=O)c1[nH]c(C)c(CCC(=O)OC)c1C returned APOBEC3A inh -2, TIM10 inh -14, mIAP act 0.97, hIAP inh 18, beta cell repl -3, mIAP inh 3, NLRP3 yeast inh 10, APOBEC3G inh -4 and tim10-1 inh -2.
